EBNA-1 inhibitor = blocks EBNA-1 binding to DNA | EBNA-1 DNA binding, fluorescence polarization | hit rate 0.34% among 300,000 | inhibition, % at 14.8 µM; in the data active means inhibition above about 28%
core dimer inh = HCV core protein dimerization inhibition | hit rate 0.33% among 300,000 | inhibition, % at 5 µM | TR-FRET GST/Flag-core106 dimerization, 1536-well;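 active means inhibition above the mean of all tested compounds plus 3 SD, set per screening campaign, cut at about 45% in these data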
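Assay system – GST-tagged and Flag-tagged HCV core protein residues 1-106 · Quantity – core106 proteins, GST 13.5 nM and Flag 17 nM · Benchmarks – unlabelled core106 and no-GST-core106 wells · Read-out basis – percent inhibition of core106 dimerization signal · Detection – time-resolved FRET, ex 340 nm, em 617 and 671 nm · Schedule – 4 h at 22.5 °C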
Efflux pump inh = blocks antifungal efflux pumps in multiplex yeast assay. S. cerevisiae Candida pump triplex, Nile Red efflux. inhibition, % at 10 µM. hit rate 0.44% among 330,000. AID 485275;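 active means plate passing quality check with inhibition over a set limit, or well fluorescence over plate mean plus 4 SD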;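 further: Nile Red retained in pooled yeast measured as flow cytometry median fluorescence; 0% = buffer negative control and 100% = Enniatin B positive control; higher means more Nile Red kept so more efflux inhibition; some compounds called inactive have numbers as strong as hits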
PP1 inh = PP1-alpha (human) inhibition in PP5 counter-screen; purified PP1alpha, OMFP fluorescence; hit rate 0.9% among 320,000; AID 2235; inhibition, % at 6.7 µM;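 active means inhibition above the mean inhibition of all tested compounds plus 3 SD, computed separately for each screening campaign, cut at about 15% in these data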
ZTA counter = counter-screen for EBNA-1 inhibitors: inhibitors of Epstein-Barr virus ZTA. inhibition, % at 11 µM. ZTA-DNA binding, fluorescence polarization. P03206. AID 2234. hit rate 0.15% among 320,000; in the data active means inhibition above about 33%
Target sequence (P03206 whole entry, looked up): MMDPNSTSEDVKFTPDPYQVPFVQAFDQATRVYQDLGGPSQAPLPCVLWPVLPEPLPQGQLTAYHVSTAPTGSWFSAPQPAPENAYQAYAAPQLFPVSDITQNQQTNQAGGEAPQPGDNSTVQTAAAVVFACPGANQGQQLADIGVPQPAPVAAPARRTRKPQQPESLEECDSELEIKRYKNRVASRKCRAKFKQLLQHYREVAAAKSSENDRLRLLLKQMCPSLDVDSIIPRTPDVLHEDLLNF
TPT1 inhibitor = C. albicans TPT1 enzyme inhibition. hit rate 0.81% among 300,000. recombinant caTPT1, FP RNA substrate dephosphorylation. inhibition, % at 5 µM;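 active means inhibition above the mean of all tested compounds plus 3 SD, set per screening campaign, cut at about 24% in these data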;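 further: plate controls were DMSO alone for no effect and ferristatin control at 100 nM for full effect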
PREPL inhibitor = inhibitors of human prolyl oligopeptidase-like enzyme PREPL | Q4J6C6 | recombinant PREPL, fluorescence polarization activity-based probe | inhibition, % at 5.96 µM | hit rate 0.68% among 320,000 | AID 2751; in the data active means inhibition above about 43%;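 further: 0% = enzyme with DMSO and 100% = wells lacking enzyme; many of its hits are not listed in these tables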
Target sequence (Q4J6C6 whole entry, looked up): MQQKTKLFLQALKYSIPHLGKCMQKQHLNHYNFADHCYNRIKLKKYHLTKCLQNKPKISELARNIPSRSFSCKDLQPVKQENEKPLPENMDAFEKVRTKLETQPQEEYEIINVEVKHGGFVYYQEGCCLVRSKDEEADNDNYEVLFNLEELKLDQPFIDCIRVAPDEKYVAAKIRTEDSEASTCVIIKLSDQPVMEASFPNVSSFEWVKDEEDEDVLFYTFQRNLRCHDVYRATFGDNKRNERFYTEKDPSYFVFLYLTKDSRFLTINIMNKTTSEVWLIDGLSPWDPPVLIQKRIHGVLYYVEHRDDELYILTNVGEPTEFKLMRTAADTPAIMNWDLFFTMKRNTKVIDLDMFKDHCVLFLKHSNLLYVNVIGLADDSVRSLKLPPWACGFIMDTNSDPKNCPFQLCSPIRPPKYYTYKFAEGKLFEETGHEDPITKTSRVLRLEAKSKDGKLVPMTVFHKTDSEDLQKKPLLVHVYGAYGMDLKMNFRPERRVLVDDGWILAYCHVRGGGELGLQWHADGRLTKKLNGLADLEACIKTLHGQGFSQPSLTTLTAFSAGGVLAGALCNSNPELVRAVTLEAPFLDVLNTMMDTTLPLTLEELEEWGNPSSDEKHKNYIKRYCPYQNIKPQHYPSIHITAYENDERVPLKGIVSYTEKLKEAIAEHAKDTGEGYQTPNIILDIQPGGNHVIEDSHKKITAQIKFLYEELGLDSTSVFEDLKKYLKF
PP5 inh = blocks human protein phosphatase 5 activity; P53041; purified PP5c, OMFP substrate fluorescence; inhibition, % at 6.7 µM; hit rate 0.18% among 320,000; AID 1987;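 active means inhibition above the campaign's mean inhibition across all tested compounds plus 3 SD, cut at about 9.5% in these data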;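 further: 0% = DMSO only and 100% = 100 µM cantharidin control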
Fh CTSL1 inh = blocks F. hepatica cathepsin L1 in PFM18AAP counter-screen; recombinant F. hepatica cathepsin L1, Z-Leu-Arg-MCA fluorescence; inhibition, % at 5.96 µM; hit rate 0.49% among 300,000;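 active means inhibition above the mean of all tested compounds plus 3 SD, set per screening campaign, cut at about 17% in these data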;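 further: 0% = plate median of test compound wells and 100% = 1 µM Z-Phe-Ala-diazomethylketone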
Numbers without * were called inactive; . = no result given. The list is partial (hit frequency here may not be typical).

item	Molecule	EBNA-1 inhibitor	core dimer inh	Efflux pump inh	PP1 inh	ZTA counter	TPT1 inhibitor	PREPL inhibitor	PP5 inh	Fh CTSL1 inh
1	COc1ccc(C(CNC(=O)CSc2ccc(Br)cc2C)N2CCOCC2)cc1 (centres undefined)	0.8	1.2	0.0	-1.8	-2.2	-0.1	18.9	2.6	24.0*
2	Cc1ccccc1C(=O)N=c1sccn1C	-14.1	9.5	0.1	-1.5	-1.1	-4.7	19.1	4.6	-3.4
3	Cc1ccc(-c2nc3c(c(=O)[nH]c(=O)n3Cc3ccccc3)n2C)s1	8.8	3.8	0.4	0.9	0.7	11.7	-6.2	1.5	1.2
4	c1ccc(C(CN2CCOCC2)c2ccccc2)cc1	-3.9	-0.2	0.0	-2.6	-8.2	0.2	2.0	-0.4	-2.1
5	O=C(O)CNC(=O)c1ccc(OC(F)F)cc1	7.8	6.7	0.0	-0.2	18.2	-2.9	2.0	1.8	-0.6
6	CN(C)c1ccc(CC2C(=O)Nc3ccccc32)cc1 (centres undefined)	11.1	0.8	-0.1	0.5	9.4	-7.5	19.1	-3.0	-0.6
7	CCCCn1c(N)c(N(CC(C)C)C(=O)COC(=O)Cc2cccc(OC)c2)c(=O)[nH]c1=O	12.1	5.9	-0.1	-2.9	-1.1	-3.6	-4.0	-2.2	-3.7
8	CC(C)(C)c1ccc(CNc2cc(N3CCOCC3)ccc2[N+](=O)[O-])cc1	-18.1	9.1	0.0	3.6	-2.2	1.9	6.0	4.3	0.8
9	Nc1ccc(O)c2c(=O)cc(-c3ccccc3Cl)oc12	5.3	-4.5	0.0	0.4	3.2	2.3	24.6	2.6	-0.8
10	CCOc1ccc(NC(=NCc2ccc3c(c2)OCO3)SC2CC(=O)N(c3ccc(C(=O)O)cc3)C2=O)cc1 (centres undefined)	12.0	23.5	-0.1	19.3*	9.2	-0.2	-5.5	5.3	6.8
11	O=C(Cn1c(=O)oc2ccccc21)Nc1ccc(S(=O)(=O)N2CCCCC2)cc1	3.0	7.8	0.1	-1.6	-2.9	-2.6	8.2	3.6	1.4
12	COc1cccc(NC(=O)CCC2CCN(C(=O)c3scnc3C)CC2)c1	9.2	-9.6	0.8	2.6	-0.5	-2.4	4.7	3.5	-2.0
13	COc1ccc(C(c2sc3nc(C)nn3c2O)N2CC(C)OC(C)C2)cc1OC (centres undefined)	8.5	8.8	-0.2	0.3	5.0	1.5	-5.2	1.8	5.6
14	CCc1cc2c3c([nH]c2cc1S(=O)(=O)NCCCOC)CC(C)(C)CC3=O	6.4	-2.6	-0.1	-3.0	1.8	-0.5	-1.3	-2.1	-1.4
15	Cc1ccc(S(=O)(=O)Nc2n[nH]nc2C(=O)NC2CCCCC2)cc1	1.3	-3.7	-0.1	-2.1	-4.5	-3.0	8.7	0.5	-2.2
16	COc1cc2c(cc1OC)C(c1ccc(N(C)C)cc1)CC(=O)N2 (centres undefined)	-5.5	4.9	0.3	-1.2	-8.2	-4.0	14.8	4.5	-3.0
17	Cc1ccc(C)c(Nc2nc(N)c3ccccc3n2)c1	7.1	-1.2	-0.1	-3.5	4.9	-7.5	1.3	0.3	0.0
18	CCCS(=O)(=O)c1nc(S(=O)(=O)c2ccc(C)cc2)c(NCc2ccco2)s1	-14.6	4.6	10.2*	-1.2	-6.4	1.4	10.1	1.2	2.4
19	CN(C)C/C(Cl)=C(\Cl)c1ccccc1	0.8	-3.3	0.0	-2.0	-12.8	-2.1	8.7	0.0	-2.0
20	CCc1ccccc1NC(=O)CN(C)C(=O)c1cc(C2CC2)nn1-c1ccccc1	.	.	0.3	-3.5	14.0	.	8.7	1.7	.

Reprinted: nos. 5–6
item	Molecule	EBNA-1 inhibitor	core dimer inh	Efflux pump inh	PP1 inh	ZTA counter	TPT1 inhibitor	PREPL inhibitor	PP5 inh	Fh CTSL1 inh
5	O=C(O)CNC(=O)c1ccc(OC(F)F)cc1	7.8	6.7	0.0	-0.2	18.2	-2.9	2.0	1.8	-0.6
6	CN(C)c1ccc(CC2C(=O)Nc3ccccc32)cc1 (centres undefined)	11.1	0.8	-0.1	0.5	9.4	-7.5	19.1	-3.0	-0.6

A second format for 3 compounds above.
Every second line gives: EBNA-1 inhibitor | core dimer inh | Efflux pump inh | PP1 inh | ZTA counter | TPT1 inhibitor | PREPL inhibitor | PP5 inh | Fh CTSL1 inh
16. COc1cc2c(cc1OC)C(c1ccc(N(C)C)cc1)CC(=O)N2 (centres undefined)
→ -5.5 | 4.9 | 0.3 | -1.2 | -8.2 | -4.0 | 14.8 | 4.5 | -3.0
17. Cc1ccc(C)c(Nc2nc(N)c3ccccc3n2)c1
→ 7.1 | -1.2 | -0.1 | -3.5 | 4.9 | -7.5 | 1.3 | 0.3 | 0.0
18. CCCS(=O)(=O)c1nc(S(=O)(=O)c2ccc(C)cc2)c(NCc2ccco2)s1
→ -14.6 | 4.6 | 10.2* | -1.2 | -6.4 | 1.4 | 10.1 | 1.2 | 2.4

(listing goes on)
item	Molecule	EBNA-1 inhibitor	core dimer inh	Efflux pump inh	PP1 inh	ZTA counter	TPT1 inhibitor	PREPL inhibitor	PP5 inh	Fh CTSL1 inh
21	O=C1Nc2cc(C(=O)N3CCC(N4CCCCC4)CC3)ccc2S/C1=C\c1ccccc1	1.2	-0.9	-0.4	2.0	-1.9	0.4	-18.4	1.2	0.7
22	CC(C)(C)C(=O)Nc1nc2c(s1)COc1ccccc1-2	-15.2	11.2	0.0	1.0	-11.2	-3.5	-5.1	2.7	-2.8
23	Cc1ccc2nc(NCCCNC(=O)c3cnccn3)c(C#N)cc2c1	2.7	-1.2	0.0	4.0	5.1	-4.8	-5.7	1.3	5.8
24	O=C(Cc1c(Cl)cccc1Cl)Nc1ccc(S(=O)(=O)Nc2ncccn2)cc1	-11.1	-2.9	-0.1	0.6	-3.5	-2.4	1.6	0.7	-3.0
25	CCn1c(O)c(C=NCc2ccccc2)sc1=S	8.5	-0.9	0.1	-3.3	6.2	3.3	-2.4	0.7	0.7
26	CC(=O)N(CN1C(=O)c2ccccc2C1=O)c1ccccc1	5.4	-5.8	-0.1	-4.2	-13.2	-8.4	0.2	1.2	-3.1
27	COCCNC(=S)N(Cc1cc2cc(C)ccc2n2nnnc12)C1CCCC1	0.0	4.7	-0.1	-2.7	-8.1	1.1	-6.8	-0.3	-16.0
28	COc1ccc(CC(=O)Nc2ccc(-c3nnc(-c4ccccc4)o3)cc2)cc1	-13.6	38.8	0.1	6.8	10.8	2.3	5.8	2.2	-2.8
29	Cc1c(NC(=O)c2c(F)cccc2F)c(=O)n(-c2ccccc2)n1C	-8.0	-7.5	0.2	-2.8	-17.4	-0.2	-15.6	1.4	-3.0
30	CCOC(=O)C1=C(CS(=O)(=O)c2ccc(Cl)cc2)NC(=O)NC1c1ccc(O)c(OC)c1 (centres undefined)	4.5	5.1	-0.1	0.1	13.6	1.4	8.1	0.8	0.7
31	O=C(CCNc1n[nH]c(=O)[nH]c1=O)N/N=C\c1ccc(Br)cc1	4.8	0.3	0.1	-7.7	-3.7	2.3	-9.1	-3.6	-4.9
32	COC(=O)c1ccccc1N=Nc1c(N)[nH][nH]c1=O	15.8	-16.6	0.2	2.9	-0.1	-0.9	-0.6	2.7	2.7
33	CCOC(=O)Cc1csc(-n2sc3ccccc3c2=O)n1	-3.7	59.1*	0.1	-1.2	-5.9	9.5	3.6	0.0	7.2
34	COc1cccc(OCC(=O)Nc2cc(NC(=O)COc3cccc(OC)c3)cc(C(=O)O)c2)c1	9.0	1.1	0.0	8.1	16.0	-0.7	-28.8	0.5	-0.5
35	CC1CC(=O)N(c2ccc(NCc3ccc(Cl)cc3)c([N+](=O)[O-])c2)C1=O (centres undefined)	-2.5	2.7	0.1	1.2	-10.5	1.0	17.2	0.6	1.2
36	Cn1c2ccc(Br)cc2c2nnc(SCC(=O)O)nc21	-15.8	0.6	0.5	3.1	-13.0	-1.9	13.2	3.0	-2.7
37	Cn1cccc1C(=O)NC(=O)COC(=O)CNC(=O)CNC(=O)c1ccc(Cl)cc1Cl	-20.9	21.2	0.9	-7.7	-10.9	3.8	11.0	1.6	-18.5
38	CCOC(=O)N1CCC(N(CCN(C)C)C(=S)Nc2ccc(Oc3ccccc3)cc2)CC1	2.9	-6.3	-0.1	-1.4	-4.5	-3.6	16.4	4.8	0.0
39	CCCN1CC23C=CC(O2)C(C(=O)O)C3C1=O (centres undefined)	2.7	0.0	0.1	-4.3	14.5	2.0	-2.6	-1.5	-4.9
40	Cc1ccnc(NS(=O)(=O)c2ccc(NC(=O)CCS(=O)(=O)c3ccccc3)cc2)n1	10.6	8.5	-0.1	-4.1	0.5	6.2	-4.1	1.5	-3.7
41	COC(=O)c1c(NC(=O)C(=O)NCCCN2CCOCC2)sc2c1CC(C)(C)OC2	-11.9	-6.4	0.0	-2.5	-13.6	1.7	-4.7	0.6	-0.9
42	CC(C)=NOC(=O)c1c(C)noc1-c1snnc1C	0.4	-6.8	0.0	-2.4	-8.4	3.0	-2.3	-0.6	8.8
43	COc1ccc2c(c1)OC1(C)CC2C(C(=O)c2ccccc2OC)C(=O)N1 (centres undefined)	1.3	2.7	-0.1	6.7	10.0	2.7	-0.5	0.7	-0.7
44	Cc1ccc(S(=O)(=O)CC(=O)c2ccccc2)cc1	0.4	8.5	0.0	-1.7	-9.9	-6.2	-11.8	-1.5	-1.8
45	Cc1nccn1CCCNC(=O)CC1C(=O)NCCN1Cc1ccc(F)cc1Cl (centres undefined)	-11.1	-2.7	-4.5	-11.2	-7.1	0.2	14.6	2.8	-3.6
46	CC(C)S(=O)(=O)c1csc(NC(=O)Nc2cc(Cl)ccc2Cl)c1Cl	-0.4	0.6	-0.1	-6.5	-8.8	-1.4	-3.1	3.6	-3.3
47	CCOC(=O)c1cccc(Nc2nc(-c3cccnc3)nc3ccccc23)c1	-7.0	10.0	0.1	10.2	-7.4	1.2	-9.0	6.8	-0.6
48	COc1ccc(S(=O)(=O)N2CCC(C(=O)NCc3cccnc3)CC2)cc1Cl	-3.7	1.1	-0.2	2.8	1.6	2.2	-1.4	1.5	2.2
49	CCN(CC(=O)NCc1cccs1)C(=O)c1cccc(S(=O)(=O)Nc2ccc(OC)cc2)c1	-3.3	1.8	0.2	-4.5	0.1	1.2	6.7	-2.2	-21.8
50	CC1CN=C(N(Cc2ccccc2)C(=O)Nc2ccccc2)S1 (centres undefined)	-17.6	-1.4	0.1	-4.1	-1.3	1.4	-13.2	1.2	-0.1
51	Cc1ccc(C)c(N2CCN(CCCNC(=O)Cn3c(=O)c4cccn4c4cccnc43)CC2)c1	2.1	4.1	0.0	-2.6	5.2	2.0	3.0	1.4	-0.2
52	CCOC(=O)C(NC(=O)c1ccccc1)(OCc1ccccc1)C(F)(F)F (centres undefined)	-2.8	-9.0	-0.5	-6.1	7.5	-2.6	4.7	0.2	7.7
53	CN1C(=O)/C(=N\OC(=O)c2ccccc2Cl)c2ccccc21	-1.9	-1.2	-0.1	-5.3	-0.3	3.0	-2.4	1.3	-2.7
54	Cc1cccc(C)c1NC(=O)NC1CCc2ccccc21 (centres undefined)	9.2	8.6	-0.2	-1.4	12.6	-0.3	-6.4	1.1	-3.0
55	COc1nc(C)ccc1-c1noc(-c2ccncc2)n1	6.5	-2.0	-0.1	0.7	0.3	-1.8	2.3	2.8	1.2
56	Cc1c(C(=O)NCc2cccnc2)oc2c1C(=O)CC(C)(C)C2	5.8	-30.2	0.0	-1.9	7.0	-2.7	-5.7	-3.0	-1.9

Printed as active in Efflux pump inh, of those listed so far:
item	molecule	EBNA-1 inhibitor	core dimer inh	Efflux pump inh	TPT1 inhibitor	PREPL inhibitor	PP5 inh
18	CCCS(=O)(=O)c1nc(S(=O)(=O)c2ccc(C)cc2)c(NCc2ccco2)s1	-14.6	4.6	10.2*	1.4	10.1	1.2

Assay outcomes: PubChem, several laboratories
